Assay outcomes (PubChem)
PPC-1+TRAIL kill – compounds killing PPC-1 cancer cells with TRAIL present (potentiator screen, no TRAIL-free arm). PPC-1 cells + TRAIL, ATPLite viability luminescence. cell killing (% activity), % at 4 µM. 220,000 compounds, 0.41% hits;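 active means cell killing above 50% in the first pass at 4 µM, then a duplicate retest at 5 µM averaging 50% or more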;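 further: plate controls were cells with TRAIL plus DMSO for no effect and medium-only wells lacking cells for full effect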
TRPN1 ag – zebrafish TRPN1 (NompC) channel agonism; HEK293 zebrafish TRPN1-YFP, Fluo-8 calcium fluorescence; 100% = response to 87 µM carbachol; 220,000 compounds, 0.18% hits; activation, % at 3 µM; AID 1424;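 active means activation above its plate's cutoff, the mean activation of test wells on that plate plus 3 SD, cut at about 19% in these data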;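 further: 0% = DMSO alone and 100% = 87 µM carbachol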
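System: zebrafish TRPN1-YFP in HEK293 cells / Dosing: 3 µM single point / Timing: dye loading 1 h at 37 °C, then 30 min room temperature / Signal: Fluo-8 calcium fluorescence, excitation 470-495 nm, emission 515-575 nm / Read-out basis: percent activation from peak over basal fluorescence ratio, control-normalized / Control set: high carbachol 87 µM, low DMSO alone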
p47phox inh – blocks human p47phox regulatory protein of NADPH oxidases. inhibition, % at 24.7 µM. P14598. p47phox/p22phox peptide binding, fluorescence polarization, 2 h. 220,000 compounds, 0.53% hits;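 active means inhibition above about 30%, limit read from the data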;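 further: 0% = p47phox with labelled peptide and 100% = labelled peptide alone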
Target sequence (P14598 whole entry, looked up): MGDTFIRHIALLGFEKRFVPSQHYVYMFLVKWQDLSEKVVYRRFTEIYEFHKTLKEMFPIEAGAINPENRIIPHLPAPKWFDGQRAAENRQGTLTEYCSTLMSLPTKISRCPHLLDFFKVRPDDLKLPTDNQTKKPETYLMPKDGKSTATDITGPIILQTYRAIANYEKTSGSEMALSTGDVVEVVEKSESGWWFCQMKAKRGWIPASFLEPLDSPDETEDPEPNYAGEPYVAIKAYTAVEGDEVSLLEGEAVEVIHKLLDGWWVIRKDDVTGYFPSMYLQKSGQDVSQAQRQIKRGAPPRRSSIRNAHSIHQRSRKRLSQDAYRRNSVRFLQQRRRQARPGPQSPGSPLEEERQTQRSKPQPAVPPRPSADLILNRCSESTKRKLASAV
MDM2 E3 inh – blocks human Mdm2 ubiquitin ligase activity; cell-based MDM2 ubiquitination luciferase reporter, 2 h; 0 = plate control, 100 = twice control, blank-subtracted; signal enhancement, % at 5 µM; 210,000 compounds, 0.11% hits; Q00987;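 active means signal enhancement of 30% or more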;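 further: luminescence tracks abundance of the self-degrading MDM2-luciferase fusion protein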
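System: stable MDM2–luciferase fusion reporter cells / Input: 2000 cells seeded into each well / Schedule: 4 h settle plus 2 h compound, 37 °C / Compound: single-point 5 µM / Buffer or medium: cells held in DMEM / Benchmarks: control and blank well means / Evaluation: percent signal gain over controls, blank-subtracted / Measured by: luciferase luminescence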
TNF necrop inh – blocks TNF-alpha induced death of Jurkat FADD-/- cells. Jurkat FADD-/- TNF necroptosis rescue, ATP luminescence, 24 h; 0 = TNF only, 100 = no-TNF cells. activation (protection from cell death), % at 10 µM. 220,000 compounds, 0.068% hits. AID 463075;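 active means activation, meaning protection from cell death, of at least 50% relative to plate controls; inactive means activation below 50%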;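 further: necroptosis triggered by 40 ng/mL TNF-alpha added together with compound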
CHOP inh – inhibitors of CHOP induction in ER stress response; CHO-K1 CHOP-promoter luciferase, tunicamycin-induced, 15-18 h; inhibition, % at 10 µM; 220,000 compounds, 3.8% hits; AID 2732;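 active means compounds that reduced the stress-induced luciferase reporter signal by more than about 70% of percent inhibition, limit read from the data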;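 further: 0% = tunicamycin plus vehicle and 100% = wells without tunicamycin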
EBV gp42 inh – inhibitors of Epstein-Barr virus glycoprotein 42. Q1HVG2. Fluorescence polarization binding assay, mP read-out. inhibition, % (tested at 21.74 µM). 220,000 compounds, 0.42% hits. AID 1085; in the data active means inhibition above about 50%
Target sequence (Q1HVG2 whole entry, looked up): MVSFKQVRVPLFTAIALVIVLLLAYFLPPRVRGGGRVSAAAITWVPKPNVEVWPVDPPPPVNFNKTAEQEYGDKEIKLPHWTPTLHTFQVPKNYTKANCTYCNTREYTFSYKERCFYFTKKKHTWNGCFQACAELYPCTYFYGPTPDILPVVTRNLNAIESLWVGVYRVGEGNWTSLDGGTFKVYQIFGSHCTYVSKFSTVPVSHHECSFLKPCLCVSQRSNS
TRPML3 ag – activates the human TRPML3 channel | Q8TDD5 | HEK293 TRPML3-YFP, Fluo-8 calcium fluorescence; 100% = the carbachol control signal | activation, % at 3 µM | 220,000 compounds, 0.29% hits;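 active means activation above its plate's cutoff, the mean activation of the plate's test wells plus 3 SD, cut at about 12% in these data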;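 further: 0% = DMSO only wells and 100% = carbachol wells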
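Material: HEK293 cells stably carrying human TRPML3-YFP; compound dosing: single dose, 3 µM final nominal compound, 0.3% DMSO final; incubation: 1-h 37 °C dye load, 5-s basal, 120-s post-compound reads; technique: Fluo-8 intracellular calcium fluorescence, excitation 470-495 nm, emission 515-575 nm; read-out basis: percent activation from peak-to-basal fluorescence ratio, scaled between DMSO and carbachol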
Runt-SMMHC FRET – Runt domain-CBFb-SMMHC interaction inhibition | inhibition, % at 20 µM | Cerulean-Runt/Venus-CBFb-SMMHC FRET ratio 530/480, 1 h | AID 1434 | Q01196+Q13951 | 220,000 compounds, 0.74% hits;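 active means mean inhibition across duplicate retests at 20 µM reaching about 50%, limit read from the data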;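 further: 0% = DMSO wells and 100% = wells with excess untagged CBFb-SMMHC; inhibitors lower the FRET ratio by blocking Runt binding to CBFb-SMMHC; some results filed as inactive read as strong as hits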
* hit, by the source's call; . = no result given.

Molecule,MDM2 E3 inh,PPC-1+TRAIL kill,EBV gp42 inh,TRPML3 ag,TRPN1 ag,p47phox inh,Runt-SMMHC FRET,CHOP inh,TNF necrop inh
Cc1csc(NC(=O)CCC(=O)N(CC(=O)NC2CCCC2)Cc2ccco2)n1,-15.1,-0.7,-10.7,0.5,0.1,2.9,2.5,16.8,0.1
CCOC(=O)CSc1ccc2nnc(-c3ccncc3)n2n1,-7.9,-10.9,-6.2,1.2,2.5,1.4,-1.7,-19.0,2.2
CCOCCc1nnc(NC(=O)C(CC)c2ccccc2)s1 (configuration not stated),0.6,-2.9,2.1,0.9,1.5,1.1,1.8,-8.5,-0.1
Nc1cc(Cl)ccc1C(=O)OCC(=O)NC1CCCCC1,20.5,2.9,-14.0,1.0,0.3,-17.6,-1.4,22.1,1.0
O=C(NNC(=O)C1C2CCC(C2)C1C(=O)O)c1ccc(Br)o1 (configuration not stated),-4.0,7.2,-8.8,0.7,-0.5,1.0,3.6,10.2,1.5
COc1ccccc1Cn1c(/C=C/c2ccccc2)nc2ccccc21,-19.8,17.3,6.2,-0.3,-1.5,6.7,-1.1,-2.2,1.6
COCCn1cnc2cc(C)c(C)cc21,-9.3,-11.3,-4.1,0.2,-0.2,-12.5,0.5,-18.8,-0.2
CCCCn1c(Cc2ccccc2)n[nH]c1=S,-8.7,19.2,-4.5,0.0,-0.6,-13.0,24.5,14.4,-1.3
COC(=O)[C@H](Cc1ccccc1)NC(=O)N1CCN(Cc2ccccc2)CC1,-10.2,20.9,-6.5,0.8,0.6,-5.1,3.1,59.4,-6.6
O=C(NCCC1=CCCCC1)C1CC(=O)N(C2CCCCCC2)C1 (configuration not stated),-19.1,-7.5,-22.6,0.6,3.1,-10.8,0.0,37.9,1.6
Cc1ccc(C(=O)C[n+]2cccc(C(N)=O)c2)cc1,-2.1,-3.5,-8.8,0.5,1.3,-7.6,-0.1,15.9,1.1
O=C(Nc1cccc2ccccc12)N1CCOCC1,-20.1,-20.5,-10.2,0.4,0.0,-10.4,0.6,1.0,-1.1
CCc1c(O)nc(SC2CC(=O)N(c3ccccc3)C2=O)[nH]c1=O (configuration not stated),-1.1,24.0,-16.0,0.0,0.3,-12.5,-3.1,12.8,0.7
Cc1ccc(CC(=O)NCC(c2ccco2)N(C)C)cc1C (configuration not stated),3.0,23.5,-7.7,1.0,2.2,-6.3,-8.3,25.5,0.3
Cc1cc(NC(=O)Cn2nc(C)c([N+](=O)[O-])c2C)no1,-8.6,0.0,6.3,0.6,1.1,-4.8,2.2,-7.1,0.0
Cc1ccccc1NC(=O)c1cc2ccccn2n1,.,44.7,-19.0,1.9,1.7,-5.8,0.7,9.4,-1.5
CC1=NCCN1S(=O)(=O)c1cc(Cl)ccc1Cl,-3.1,-28.5,-14.0,0.0,0.8,0.2,-4.3,25.2,-2.6
N#C/C(=C(/O)CCCl)c1ccccn1,-5.5,14.3,-3.9,1.0,0.1,-1.0,92.5*,12.5,0.5
COc1cc(C(=O)/C=C/Nc2ccc(NC(C)=O)cc2)cc(OC)c1OC,0.0,20.2,-2.4,0.7,1.9,-17.4,-18.4,36.7,0.3
COc1ccc(C)cc1-n1cnnn1,0.3,-7.8,-12.8,0.4,1.1,7.3,-4.0,5.5,0.7
CCCCOC(=O)Nc1ccc(C(=O)OCCC)cc1,-0.1,-3.6,-2.5,-0.4,0.1,-4.6,1.0,86.3*,1.7
O=C(CCCn1c(=S)[nH]c2ccccc2c1=O)NCCSCc1ccccc1,-5.7,-3.9,-14.2,0.5,1.0,-6.7,-3.5,3.6,0.6
COc1ccc(C(=O)NNC(=O)c2ccc(S(=O)(=O)N3CC(C)OC(C)C3)cc2)cc1 (configuration not stated),-28.8,3.6,-2.2,1.3,1.5,3.8,-1.2,29.0,1.3
COc1ccc(NC(=O)Nc2cccs2)cc1Cl,-2.9,-2.6,3.6,3.1,6.8,-6.5,-10.0,7.4,2.1
CCN1C(=O)/C(=C/N2CCc3ccccc32)SC1=S,.,22.9,-41.4,-0.4,-0.1,-8.0,61.6,24.0,-0.9
CCOC(=O)c1sc(NC(=O)c2ccc(S(=O)(=O)N3CCOCC3)cc2)cc1C,-5.5,6.2,13.0,1.8,0.9,4.2,0.1,26.1,-7.1
CC(C)CCOc1ccc(C(=O)NCCC(=O)N2CCOCC2)cc1,-5.1,2.1,-14.6,1.3,1.7,-0.1,0.9,4.7,-1.5
CCOC(=O)N1CCN(C(=O)CSc2nnc(-c3ccc(Cl)s3)o2)CC1,.,16.9,.,0.5,2.6,.,-2.5,.,0.0
COc1ccc(/C=N/NC(=O)c2ccc(Cl)cc2)cc1COC(C)=O,10.1,11.2,8.1,-0.4,1.1,2.0,1.9,14.4,-2.9
C=C1CCN([C@@H](C)C(=O)OCc2cccc(C)c2)S(=O)(=O)c2ccccc21,-10.2,5.9,-6.2,.,.,-1.4,2.8,12.2,2.4
Cc1cnc(C(=O)OCC(=O)c2csc(N3CCCCC3)n2)cn1,-25.8,6.3,-8.8,1.0,2.2,-12.6,-0.8,-11.2,0.2
O=C1NCC(O)=C1C=NCCO,-2.9,17.2,4.2,-0.1,0.3,13.9,-9.9,22.3,-2.3
CSc1nsc(N/N=C/c2ccc3c(c2)OCO3)c1C#N,-23.9,25.3,0.9,0.8,0.2,1.8,15.7,76.5*,-1.9
COc1ccc(OC)c(-c2cc(C(=O)NCCCn3ccnc3)no2)c1,-19.2,-36.5,-17.7,0.0,-0.4,-2.4,3.4,23.6,-5.2
CCCCNc1nc(-c2ccccc2)c(C(=O)OCC)cc1C#N,-3.1,-5.7,-2.7,0.3,-0.3,-10.0,-6.6,63.5,-12.7
CCOC(=O)C1C(C)=C(Nc2ccc(OC)cc2)C(=O)N1c1ccc(OC)cc1 (configuration not stated),-6.4,18.5,7.8,0.7,-0.9,-0.2,-4.2,-1.3,1.8
N/C(Cc1ccc(Cl)c(Cl)c1)=N\OC(=O)c1ccc(Br)o1,-3.1,-7.8,-13.6,-0.1,-1.9,-2.6,1.5,10.2,-0.3
C=CCn1c(SC(C)CC)nc(O)cc1=O (configuration not stated),-1.8,6.6,-20.4,3.4,1.8,-26.4,-1.5,31.1,1.3
CC1=C(C(=O)Nc2cc(C)ccn2)C(c2ccc(C)cc2)C2=C(CCCC2=O)N1 (configuration not stated),-15.9,-14.1,2.4,1.0,0.8,-9.5,50.8*,23.1,-2.2
Oc1nc(-c2ccc(Br)cc2)n2ccncc12,1.1,1.6,-1.1,0.3,-0.6,-2.7,-12.8,23.6,0.5
O=C1CN2CCC1C/C2=C\c1ccnc2c(Cl)cccc12 (configuration not stated),-1.6,-4.9,-8.7,1.8,3.8,-4.5,-1.1,-6.4,2.5
O=C(CN1CCOCC1)Nc1c(Cl)cc(Cl)cc1Cl,6.6,21.2,-4.3,1.1,0.4,.,-0.1,11.5,-0.1
CCCN(C(=O)CN1C(=O)NC2(CCCCCC2)C1=O)C1CCS(=O)(=O)C1 (configuration not stated),-22.0,0.5,-6.2,0.9,0.9,-6.1,-1.7,17.5,-0.3
COc1cc(C(=O)Nc2cc(-c3cn4cccnc4n3)ccc2C)cc(OC)c1OC,-3.5,15.0,-5.1,1.2,1.4,4.1,2.6,4.4,1.1
O=C(CSCCc1ccccn1)Nc1ccccn1,-21.3,27.8,-15.1,0.9,0.3,0.7,-3.8,-8.5,1.5
CCOC(=O)C1(Cc2ccc(OC)cc2)CCN(C(=O)[C@@H]2CCCN2C(C)=O)CC1,-14.3,1.7,-3.0,-0.2,1.6,4.7,0.1,7.8,0.6
O=[N+]([O-])c1cc(CN(CCO)CCO)ccc1O,2.9,7.1,-5.7,0.7,0.8,-4.2,3.4,-1.1,0.8
CSc1nc2c(cnn2-c2ccccc2)c(=O)n1N,-5.5,7.8,-22.7,0.3,0.0,2.6,2.9,10.8,0.0
COc1ccc(CC(=O)Nc2cccc(C)n2)cc1OC,-4.1,0.6,-5.6,0.6,0.7,4.4,-0.1,-56.1,1.1
CCOc1ccccc1-n1c(SCC(=O)N2CCCC2)nnc1-c1ccoc1C,-9.2,23.4,-11.8,-0.9,-1.1,-8.3,0.0,5.9,1.7

The results go on:
Molecule,MDM2 E3 inh,PPC-1+TRAIL kill,EBV gp42 inh,TRPML3 ag,TRPN1 ag,p47phox inh,Runt-SMMHC FRET,CHOP inh,TNF necrop inh
CCCNC(=O)c1n[nH]c(=O)c2ccccc12,-16.3,4.8,-9.5,0.6,0.9,-4.5,-4.8,7.5,1.3
COC(=O)c1ccc(Oc2cc(C)nc(-n3nc(C)cc3C)n2)cc1,-15.3,-2.8,-43.4,-0.4,-1.1,-15.2,1.8,.,-10.6
Cc1ccc(N(Cc2ccc(C(=O)NC3CCCCC3)cc2)S(C)(=O)=O)cc1C,-21.6,24.8,-6.1,1.1,-0.8,12.3,-7.2,15.6,0.7
CC(C)n1cc(/C(N)=N/O)c(=O)n(Cc2ccccc2)c1=O,-22.0,21.7,-6.8,0.6,0.1,0.8,-1.8,5.1,0.1
CCOC(=O)c1cnc(SC)nc1N,-21.5,0.1,-3.0,-0.3,0.0,109.4*,1.4,-8.8,0.5
NS(=O)(=O)c1ccc(CCNC(=O)c2cccnc2)cc1,-9.5,17.8,-0.5,1.3,0.0,4.0,102.4,3.2,0.1
NS(=O)(=O)c1ccc(NC(=O)/C=C/c2cccc(Cl)c2)cc1,-10.8,13.2,-0.1,0.8,1.9,-14.6,-2.5,-7.6,0.3
Cc1ccc(C)n1-c1ccc(C(=O)Nc2ccccc2)cc1,2.0,19.7,-6.9,0.4,-0.2,-65.4,1.5,6.5,-3.5
COc1ccc(Nc2cc(C(=O)NCCCN3CCN(C)CC3)c3ccccc3n2)cc1,-9.2,10.8,-5.1,0.3,1.2,-6.5,-2.1,28.3,0.6
Cc1ccc(C(=O)Nc2ccc(S(=O)(=O)N3CCCC3)cc2)s1,3.3,6.5,-6.1,0.5,2.7,-11.9,-1.4,-10.2,1.9
CNc1ccccc1C(C)(C)c1cc(-c2cccc(Br)c2)no1,-13.3,13.7,0.7,0.8,0.2,-229.5,-3.8,51.8,-4.0
CC1(C)Cc2c(c(N3CCOCC3)nc3sc(C#N)c(N)c23)CS1,6.1,13.4,20.0,1.1,-0.2,4.5,3.6,33.6,0.2
Cc1ccc(C(=O)NCC#N)cc1,-12.0,10.7,-20.4,1.2,2.2,-4.0,-2.0,-6.5,0.1
